Source: PubChem (National Center for Advancing Translational Sciences (NCATS))
NPC1 prom act: qHTS Assay for NPC1 Promoter Activators; actives 2.4% (n = 320,000); Potency, µM (top dose mostly 9.22 µM), without a hit: top-dose activation, most hits filed as activators; Huh7 NPC1 promoter luciferase reporter, 24 h;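 further: potency means the concentration at half of the fitted maximal effect; % of control where 0% means no effect; nearly all actives have a fitted effect of over 60% in size; reporter is driven by a mutant NPC1 promoter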
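Compounds in DMSO were transferred onto Huh7 NPC1-luciferase reporter cells pre-incubated 2 h; after 24 h at 37 °C, Amplite reagent was dispensed and luminescence recorded 10 min later.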
Mito fusion yeast: qHTS Assay for Small Molecule Inhibitors of Mitochondrial Division or Activators of Mitochondrial Fusion | actives 0.23% (n = 320,000) | S. cerevisiae fusion-defective mutant growth rescue, CellTiterGlo 48 h | Potency, µM (doses to about 46.1 µM), for inactives: at the top dose growth rescue (activation), usual class: activators | AID 485298, 2010;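 further: potency means the concentration at half of the fitted maximal effect; % of control where 0% means no effect; nearly all actives have a fitted effect of over 45% in size; temperature-sensitive fusion mutants such as fzo1-1 at 37 °C on non-fermentable ethanol glycerol medium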
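Growth-rescue viability read-out: after 48 h at the non-permissive 37C in glycerol/ethanol YPEG, yeast mitochondrial fusion mutants are measured by CellTiterGlo luminescence; compounds (23 nl pinned per well) restoring growth score as division inhibitors or fusion activators.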
FLuc counter: qHTS profiling assay for firefly luciferase inhibitor/activator using purifed enzyme and Km concentrations of substrates (counterscreen for miR-21 project); Luciferin 4-monooxygenase (Photinus pyralis), P08659; Potency, µM (titrated, usually from 57.5 µM), for inactives: at the highest dose activity change, negative = inhibition, most hits filed as inhibitors; actives 6.9% (n = 360,000); purified FLuc, Km substrates, luminescence inhibition;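 further: potency means the concentration at half of the fitted maximal effect; plate controls were vehicle for no effect and reference inhibitor for full effect; nearly all actives have a fitted effect of over 55% in size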
Target sequence (P08659 whole entry, looked up): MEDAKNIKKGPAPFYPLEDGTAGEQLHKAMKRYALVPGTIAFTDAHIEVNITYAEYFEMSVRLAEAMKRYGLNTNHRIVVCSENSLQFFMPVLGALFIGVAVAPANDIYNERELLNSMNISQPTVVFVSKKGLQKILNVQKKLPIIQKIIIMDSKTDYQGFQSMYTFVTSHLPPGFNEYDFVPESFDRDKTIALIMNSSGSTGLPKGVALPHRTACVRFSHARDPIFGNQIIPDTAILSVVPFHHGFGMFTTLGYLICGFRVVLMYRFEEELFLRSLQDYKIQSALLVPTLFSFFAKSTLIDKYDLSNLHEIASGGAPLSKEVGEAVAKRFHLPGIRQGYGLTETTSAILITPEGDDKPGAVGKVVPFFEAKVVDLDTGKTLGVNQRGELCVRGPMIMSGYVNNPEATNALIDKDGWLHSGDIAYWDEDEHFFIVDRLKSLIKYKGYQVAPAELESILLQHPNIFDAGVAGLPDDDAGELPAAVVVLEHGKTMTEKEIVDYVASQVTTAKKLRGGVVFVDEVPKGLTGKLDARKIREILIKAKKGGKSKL
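Purified P. pyralis luciferase, 10 nM final, with Km-level 10 uM D-luciferin and 10 uM ATP in 50 mM Tris acetate pH 7.5, 10 mM Mg acetate, 0.01% Tween-20, 0.05% BSA; 6-point qHTS titration about 60 µM downward; luminescence read.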
VP16 counter: VP16 counterscreen qHTS for inhibitors of ROR gamma transcriptional activity | actives 3.5% (n = 310,000) | Drosophila S2 Gal4-VP16 UAS-luciferase, luminescence, 20 h | Potency, µM (titrated, usually from 53.6 µM), without a hit: top-dose activity, negative = inhibition, usual class: inhibitors | AID 2546, 2010;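 further: Gal4-VP16 expression switched on by copper sulfate through the metallothionein promoter; potency means the concentration at half of the fitted maximal effect; on the % scale 0 is the no-effect control and ±100 the full control effect; nearly all actives have a fitted effect of over 50% in size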
KCNH2 3.1 block: qHTS for Inhibitors of KCHN2 3.1: Mutant qHTS; U2OS KCNH2 3.1, thallium flux FluxOr; active compounds read low; activity change, % (tested at about 1.8 µM); actives 0.95% (n = 340,000); AID 720553, 2013;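 active means maximum activity change below -70%; inconclusive means maximum activity change from -70% to -50%; inactive means maximum activity change above -50%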;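 further: thallium influx rate constant from kinetic fluorescence after stimulation buffer; on the % scale 0 is the no-effect control and ±100 the full control effect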
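Virally transduced U2OS (3.1 isoform, 4 h infection in dark at RT) → overnight 37 C → FluxOr + Red40 in HBSS/HEPES, 45 min → stimulation buffer, 2 min kinetic read → rate constant vs DMSO controls.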
Rab9 prom act: qHTS Assay for Rab9 Promoter Activators; Potency, µM (titrated, usually from 9.22 µM), inactives show at the highest dose activation, negative = inhibition, usual class: activators; AID 485297, 2010; actives 2.8% (n = 320,000); Huh7 Rab9 promoter-luciferase reporter, luminescence, 24 h; further: potency means the concentration at half of the fitted maximal effect; % of control where 0% means no effect; nearly all actives have a fitted effect of over 60% in size
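Huh7 cells stably carrying a Rab9 promoter-luciferase reporter, 1500 cells per well in OP-MEM I with 10% FBS, treated with compound 24 hours at 37C. Luciferase activity read by luminescence after 10 minutes with Amplite reagent.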
ELG1 repair inh: qHTS screen for small molecules that inhibit ELG1-dependent DNA repair in human embryonic kidney (HEK293T) cells expressing luciferase-tagged ELG1 | HEK293T ELG1-luciferase reporter, luminescence, 16 h; DNA damage induced by 5-fluorouridine | Potency, µM (highest dose often 46.1 µM), inactives show top-dose activity change, negative = inhibition, most hits filed as inhibitors | actives 2.3% (n = 330,000); further: potency means the concentration at half of the fitted maximal effect; on the % scale 0 is the no-effect control and ±100 the full control effect; nearly all actives have a fitted effect of over 55% in size
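Step one: seed 2,000 cells per well. Step two: pin-transfer compound or DMSO alongside 5-fluorouridine. Step three: incubate 16 hr, 37 °C, 5% CO2. Step four: add ONE-Glo, wait 30 min, read luminescence.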
RORg inh: qHTS for inhibitors of ROR gamma transcriptional activity; Potency, µM (titrated, usually from 53.6 µM), inactives show top-dose activity change, negative = inhibition, actives largely listed as inhibitors; Drosophila S2 Gal4-RORgamma UAS-luciferase reporter, 20 h; actives 5.4% (n = 310,000); AID 2551, 2010; Nuclear receptor ROR-gamma (Mus musculus), P51450; further: potency means the concentration at half of the fitted maximal effect; on the % scale 0 is the no-effect control and ±100 the full control effect; nearly all actives have a fitted effect of over 60% in size
Target sequence (P51450 whole entry, looked up, the tested form may be a part): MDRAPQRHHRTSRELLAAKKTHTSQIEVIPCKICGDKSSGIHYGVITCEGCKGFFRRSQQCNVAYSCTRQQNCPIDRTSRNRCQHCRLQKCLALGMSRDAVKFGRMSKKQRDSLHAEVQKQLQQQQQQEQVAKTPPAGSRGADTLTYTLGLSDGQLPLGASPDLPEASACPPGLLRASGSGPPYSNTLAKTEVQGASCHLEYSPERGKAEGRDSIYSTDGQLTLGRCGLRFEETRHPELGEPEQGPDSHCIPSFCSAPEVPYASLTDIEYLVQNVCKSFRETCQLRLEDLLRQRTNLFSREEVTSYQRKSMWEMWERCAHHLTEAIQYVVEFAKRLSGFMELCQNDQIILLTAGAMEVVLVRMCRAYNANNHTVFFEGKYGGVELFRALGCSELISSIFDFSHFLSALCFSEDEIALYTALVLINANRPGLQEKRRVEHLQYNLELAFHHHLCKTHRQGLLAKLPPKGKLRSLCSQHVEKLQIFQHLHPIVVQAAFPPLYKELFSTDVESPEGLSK
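Drosophila Schneider cells stably carrying a metallothionein-driven Gal4 DBD–ROR gamma fusion and a UAS-Photinus luciferase reporter were exposed to compound for 1 hr, then induced with copper sulfate (700 uM final) for 20 hr at ambient temperature before luminescence reading.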
Menin-MLL TR inh: qHTS Assay for Inhibitors Targeting the Menin-MLL Interaction in MLL Related Leukemias: Competition With Texas Red Labeled MLL-derived Mutant Peptide; O00255; Menin + Texas Red MLL mutant peptide, fluorescence polarization; Potency, µM (highest dose often 61.6 µM), without a hit: at the top dose FP activity change, negative = inhibition, usual class: inhibitors; actives 0.23% (n = 270,000); active means well fitted inhibition curve with a large enough effect in the polarisation, with a control signal flat, not every such curve was filed as active; inconclusive means small, poorly fitted or top-dose-only effect, or effect the other way, or a change in a side signal; inactive means no such curve, though single readings can be large or run the other way; the % refers to the polarisation; further: potency means the concentration at half of the fitted maximal effect; % of control where 0% means no effect; many of its hits are not listed in these tables
PKM2 act: qHTS Assay for Activators of Human Muscle isoform 2 Pyruvate Kinase | Pyruvate kinase PKM (Homo sapiens), P14618 | purified PKM2, Kinase-Glo ATP luminescence, activation; response scale: 0% is enzyme alone, no compound | Potency, µM (titrated, usually from 57.5 µM), without a hit: at the highest dose activation, usual class: activators | actives 0.34% (n = 260,000); further: potency means the concentration at half of the fitted maximal effect; on the % scale 0 is the no-effect control and ±100 the full control effect; nearly all actives have a fitted effect of over 55% in size
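Kinase-Glo luminescence reports ATP generated from ADP (0.1 mM) and PEP (0.5 mM) by purified hPK-M2 after 1 h at room temperature, pH 7.2 imidazole buffer; intermediate enzyme activity allows detecting inhibitors and activators.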
MBNL1 CUG block: qHTS Assay for Inhibitors of MBNL1-poly(CUG) RNA binding. Potency, µM (top dose mostly 57.5 µM), without a hit: at the top dose activity change, negative = inhibition, usual class: inhibitors. TR-FRET MBNL1-His/biotin-(CUG)12 binding, 665/545 ratio. actives 0.036% (n = 280,000). Muscleblind-like protein 1 (Homo sapiens), Q9NR56; active means well fitted inhibition curve with a large enough effect in the signal ratio, with a control signal flat, not every such curve was filed as active; inconclusive means small, poorly fitted or top-dose-only effect, or effect the other way, or a change in a side signal; inactive means no such curve, though single readings can be large or run the other way; the % refers to the signal ratio; further: potency means the concentration at half of the fitted maximal effect; on the % scale 0 is the no-effect control and ±100 the full control effect
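Inhibition of protein-RNA binding appears as loss of TR-FRET between terbium anti-His antibody on MBNL1-His and streptavidin-XL665 on biotin-(CUG)12. Activity is normalized to buffer-only and uninhibited-complex controls.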
Starred values were filed as active, the others as inactive; ? = inconclusive; nt = no result given; & = joins results of further samples; [ ] = remark or other dose. Unless noted, the call rests on the fitted dose curve; in most records, active means well fitted curve in the direction sought with a large enough effect; inconclusive means small, poorly fitted or top-dose-only effect, or another doubt; inactive means no such curve, though single readings can be large; an effect the other way counts as inactive or inconclusive. These rows are one share of the data. The share of hits here may be higher or lower than overall.

SMILES | NPC1 prom act | Mito fusion yeast | FLuc counter | VP16 counter | KCNH2 3.1 block | Rab9 prom act | ELG1 repair inh | RORg inh | Menin-MLL TR inh | PKM2 act | MBNL1 CUG block
N/C(=N\OC(=O)/C=C/c1ccccc1)c1ccncc1 | 3.2µM* | -3%[9.22 µM] | 6µM* | 15% | -2 | 1.8µM* | ? | 25% | -16% | -4% | 14%
OC(COC(c1ccccc1)c1ccccc1)CN1CCOCC1 (stereo unspecified) | 0% | -11% | -3% | 1% | -18 | 2% | -6% | 28% | -13% | nt | -11%
NC1=NC(=Nc2cccc(S(=O)(=O)N3CCOCC3)c2)c2ccccc21 | 0% | 5% | -9% | -6% | -1 | -4% | ? | 2% | nt | -2% | -10%
CCOC(=O)C1=C(O)/C(=C/c2cc(OC)c(OC)c(OC)c2)SC1=Nc1ccc(OC)cc1 | ? | 0% | -16% | -7% | -4 | -15% | ? | 1% | ? | 8% | 7%
CC#CCN(Cc1ccco1)C(=O)C1CCC(=O)N(Cc2ccccc2F)C1 (stereo unspecified) | 2% | 1% | -14% | 6% | 4 | 26% | ? | ? | nt | 1% | 1%
CCC(C)Sc1cccc(-c2nc3ccc(Cl)cn3c2NCc2ccccc2)c1 (stereo unspecified) | -2% | 17% | ? | nt | -46 | 1% | ? | nt | nt | nt | nt
CC(C)C(=O)Nc1c2c(nc3ccccc13)N(C)CC2 | -4% | 0% | 3% | -19% | -9 | -4% | -3% | 2% | ? | 0% | -11%
O=C(Nc1cnn(Cc2ccc(F)cc2)c1)c1cc2nc(-c3ccco3)cc(C(F)(F)F)n2n1 | -3% | 0% | 2% | 1% | 0 | 11% | -5% | ? | 6% | 0% | 4%
Cc1cccc(C)c1OCC(=O)NCc1nnc(SCC(=O)NC2CCCCC2)n1C | -1% | -1% | 4% | nt | 0 | -1% | -1% | -7%[0.365 µM] | 7% | 0% | 1%
CC(=O)c1c(OC(=O)c2ccco2)c2ccccc2n1C | -1% | 5% | -13% | nt | 1 | 3% | ? | 6%[0.365 µM] | 1% | 18% | 16%
CC1CC(C)CN(C(=O)COC(=O)c2ccc([N+](=O)[O-])o2)C1 (stereo unspecified) | -1% | 0% | nt | nt | 3 | -10% | 14% | nt | nt | nt | nt
Cc1ccn2c(NCc3ccc4c(c3)OCO4)c(-c3ccc(O)cc3)nc2c1 | 10% | -3% | 4% | -10% | -75* | 14% | ? | -8% | -1% | -4% | 0%
COc1ccc(CCCCCCOCc2ccccc2)cc1 | 4% | 6% | -20% | nt | -6 | -2% | 22% | nt | nt | nt | nt
CCc1ccc(C(=O)CN(C#N)c2nc(C)cc(C)n2)cc1 | 8% | -7% | ? | -25% | -9 | 3% | -2% | 11µM* | -19% | -4% | 12%
Cc1[nH]n(-c2ccccc2)c(=O)c1C(c1cccc([N+](=O)[O-])c1)c1c(C)[nH]n(-c2ccccc2)c1=O | -1% | 2% | -16% | -14% | 7 | -10% | 5% | 25% | ? | -4% | -1%
COc1ccc(CC(=O)Nc2ccc(S(=O)(=O)N3CCCCC3)cc2)cc1OC | -6% | 3% | 4% | 5% | -3 | 2% | -1% | ? | nt | 0% | -10%
Cc1ccc(S(=O)(=O)NCC(=O)N2CCCCC2)cc1 | 0% | -6% | -1% | 1% | -4 | -10% | 0% | 17% | 0%[11.7 µM] | 0% | -6%
O=C(O)CNC(=O)CC12CC3CC(CC(C3)C1)C2 | -2% | 1% | -1% | -5% | -4 | -8% | 14% | -13% | -1% | -4% | 11%
NNC(=O)Cc1csc(-c2ccccc2)n1 | -1% | 3% | 8% | -8% | -9 | -4% | -1% | 16% | nt | 7% | 3%
COc1ccccc1C(CNC(=O)c1ccc(NS(=O)(=O)c2ccc(F)c(C)c2)cc1)N(C)C (stereo unspecified) | -3% | 2% | 8% | -14% | -20 | -5%[1.84 µM] | -8% | 1% | nt | 0% | -9%
COC(=O)C1=C(C)NC2=C(C(=O)CC(C)(C)C2)C1c1cnn(C)c1C (stereo unspecified) | -5% | -2% | -2% | -1% | -2 | -9% | -3% | 11% | 3% | -1% | 7%
Cc1ccc(-c2csc(N3C(=N)SCC3=O)n2)cc1 | ? | 5% | 2.4µM* | -21% | 6 | 2.8µM* | ? | -27% | nt | -6% | -10%
O=C(O)/C=C\c1cc2c(cc1[N+](=O)[O-])OCO2 | -2% | 0% | 4% | -3% | -47 | 1% | -6% | 14% | nt | -5% | nt
CCCOc1cccc(C2/C(=C(/O)c3ccc(OC)cc3)C(=O)C(=O)N2CCN(C)C)c1 (stereo unspecified) | 1% | -6% | 2% | -4% | -5 | 1% | 10% | 0% | -4% | -1% | 22%
COc1ccc2c(c1)OC[C@H]1[C@H]2N2C(=O)CN(CC3CCCO3)C(=O)[C@@]2(C)[C@H]1c1ccccc1 (stereo partly specified) | -5% | -6% | 3% | nt | nt | -5% | -2% | nt | nt | nt | nt
COC(=O)CN1C(=O)C(C)(C)Oc2ccc(C(=O)Nc3ccccc3F)cc21 | -6% | -7% | 0% | 8% | 14 | -2% | -17% | 1% | 4% | -5% | 1%
COc1ccccc1NC(=S)N1CCCCCC1 | 2% | -10% | 3% | ? | 8 | -1% | 11% | ? | -5% | 0% | 5%
O=C1c2ccccc2C(=O)N1c1cccc2ccccc12 | -4% | 2% | 0% | 4% | 0 | 1% | -4% | -1% | 10% | 3% | ?
COc1ccc(S(=O)(=O)N(CC(=O)O)c2ccccc2)cc1 | -7% | 1% | 3% | -3% | 13 | -9% | 16% | -2% | 19% | 1% | -1%
CC(=O)c1sc2c(c1OC(=O)c1ccc(Cl)cc1Cl)c(=O)n(-c1ccccc1)c(=S)n2-c1ccccc1 | -7% | ? | 1% | 1% | -9 | -4% | ? | 21% | 3% | 0% | ?
COc1ccc(N=C2S/C(=C\c3cccs3)C(=O)N2CC(C)C)cc1 | -5% | -5% | 8% | 0% | -10 | 2% | -12% | -7% | 7% | 1% | 4%
Cc1nc(SCC(=O)c2ccc(F)cc2)n[nH]1 | 7% | -1% | -11% | ? | 9 | -1% | 0% | ? | -2% | -36% | -1%
Cc1ccc(C)c(NC(=O)Cn2nc(C)c3ccccc3c2=O)c1 | -2% | -2% | 0% | -4% | 9 | 1% | 11% | -1% | -13% | 5% | -8%
COc1cc(C(=O)Nc2ccc3nc4n(c(=O)c3c2)CCCCC4)cc(OC)c1OC | -2% | 3% | 13µM* | -7% | -4 | 2% | ? | 20% | nt | nt | -2%
CCN(C(=O)CSc1ncn[nH]1)C1CCCCC1 | 0% | 0% | 0% | 2% | 5 | 4% | 2% | 5% | 3% | 7% | ?
COc1ccc(CNC(=O)CN(C(=O)c2csnn2)c2ccc3c(c2)OCCO3)cc1 | 15% | -3% | -18% | 0% | -9 | 20% | ? | 21% | -1% | 2% | -8%
O=C(Cn1nnc(-c2cccc(C(F)(F)F)c2)n1)N1CCOCC1 | -5% | -3% | 2% | 8% | -6 | 5% | 10% | 29% | 9% | -3% | -3%
COC(=O)[C@@]1(Cc2ccc(F)cc2)[C@H]2c3cc(C(=O)N4CCCC4)n(CCO)c3C[C@H]2CN1C(=O)c1ccccc1 | -9% | 0% | 1% | 0%&-15% | 5 | -3% | -13% | -3%&33% | -17%&-9% | 1%&2% | -8%
O=C(CCCc1nc(-c2ccccc2Cl)no1)NC1CCCCC1 | 0% | 0% | -11% | -8% | 2 | 2% | 2% | -35% | -21% | -4% | 2%
